Assay outcomes from PubChem.
KLF5 inh: inhibitors of KLF5 expression | DLD-1 KLF5 promoter-luciferase reporter, luminescence | inhibition, % at 5 µM | 290,000 compounds, 0.23% hits;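 active = inhibition above a per-plate limit of that plate's mean compound inhibition plus 3 SD, cut at about 60% in these data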;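 also: 0% = DMSO wells and 100% = LY294002 at 200 µM; higher means less KLF5 promoter-driven luciferase light; inactives centre near -14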
HSP90 inh: HSP90 refolding inhibition in rabbit reticulocyte lysate; luciferase refolding luminescence, 3 h; inhibition, % at 5.6 µM; 290,000 compounds, 0.91% hits; AID 1789;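 active = inhibition above the screen-wide mean plus 3 SD, computed separately per campaign, cut at about 16% in these data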;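 also: 0% = DMSO wells and 100% = 60 µM geldanamycin wells; inhibitors lower the luminescence because luciferase stays unfolded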
aSyn 5UTR inh: 5' untranslated region of α-synuclein, MLPCN primary screen. AID 1813. 300,000 compounds, 0.82% hits. alpha-synuclein 5'UTR reporter, inhibitor activity. inhibition, % (tested at 7.5 µM); in the data active = inhibition above about 60%; inconclusive = no clear call, values can overlap the other calls;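 also: H4 neuroglioblastoma cells stably carrying SNCA 5'UTR luciferase fusion; 0% = DMSO wells and 100% = positive control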
Platelet DG rel: platelet dense granule release activity. 300,000 compounds, 0.22% hits. human platelet-rich plasma, SFLLRN dense granule ATP release, luminescence. AID 1663. inhibition, %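 (compounds screened at 7.5 µM in platelet-rich plasma)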;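 active = mean replicate score, as percent of positive control, at or above 50; inconclusive = mean below 50 but at least one replicate at or above 50; inactive = mean and every replicate below 50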
SKKanGAS inh: inhibitors of SKKanGAS S. pyogenes growth in kanamycin (SK-promoter or general growth effect). BacTiter-Glo, 6 h. inhibition, % at 7.5 µM. 300,000 compounds, 1.3% hits. AID 1662;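 active = mean replicate score, as percent of positive control median, at least 50; inconclusive = mean below 50 but one replicate at or above 50; inactive = mean and every replicate below 50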;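 also: strain carries kanamycin resistance gene driven by streptokinase promoter and grows in 40 µg/ml kanamycin; loss of luminescence reflects streptokinase promoter inhibition or plain growth inhibition; 0% = median of DMSO wells and 100% = positive control at its reference dose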
HSF-1 act: increases HSF-1 driven luciferase reporter signal; NIH3T3-HGL HSF-1 luciferase reporter, MG132, 8 h; 100% = twice DMSO control signal; activation, % at 9 µM; 300,000 compounds, 1.7% hits; AID 504408;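 active = mean replicate activation of at least 50% with a set share of replicates each reaching 50%; inconclusive = only one of those two conditions met; inactive = mean below 50% and too few replicates reaching it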;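 also: 0% = median of the neutral control wells and 100% = twice that signal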
AI-2 QS modul: modulators of Vibrio harveyi AI-2 quorum sensing system; 300,000 compounds, 0.4% hits; Vibrio harveyi JMH597 AI-2 luminescence/OD600 ratio, 9 h; stronger effect = lower value; strain lacks LuxN and CqsS sensors; 0 = neutral-control median; activity change, % at 7.5 µM; in the data active = activity change below about -75%, passing the limit was not always enough; inconclusive = no clear call, values can overlap the other calls;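 also: luminescence divided by OD600 gain over 9 h not by final OD600 alone; inactives centre near 13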
HSF1 inh: HSF1 inhibition; NIH3T3-HGL HSE-luciferase, MG132-induced, luminescence 8 h; stronger effect = lower value; activity change, negative = inhibition, % at 7.5 µM (by protocol); 300,000 compounds, 0.77% hits; AID 2098;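 active = more than half of replicate wells show activity change below -50%, luminescence cut by over half; inconclusive = some wells, but at most half, below -50%; inactive = no replicate well below -50%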;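 also: luciferase reports HSF-1 transcriptional activity via heat shock element; 0% = median of DMSO wells and -100% = zero luminescence signal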
IEC-6 tox: kills IEC-6 intestinal cells in KLF5 counter-screen | IEC-6 cytotoxicity, luminescence viability | inhibition, % at 5 µM | 290,000 compounds, 0.78% hits | AID 1825; in the data active = inhibition above about 22%;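 also: 0% = plate median of test compound wells and 100% = cytotoxic reference compound wells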
HIF activator: HIF pathway transcriptional activation. U2OS HRE-luciferase reporter, luminescence; normalized: DMSO 0%, desferrioxamine 100%. activation, % at 7.5 µM (by protocol). 300,000 compounds, 0.32% hits;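 active = mean activation of at least 10% of the iron chelator positive control signal, with at least half of replicates also reaching 10%; inconclusive = mean and replicate majority disagree about reaching 10%; inactive = mean and most replicates under 10%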
Active calls of the source: *; u = inconclusive; x = no result given.

SMILES	KLF5 inh	HSP90 inh	aSyn 5UTR inh	Platelet DG rel	SKKanGAS inh	HSF-1 act	AI-2 QS modul	HSF1 inh	IEC-6 tox	HIF activator
Fc1ccc(OCCOCCN2CCNCC2)cc1	-29	1	-1	4	5	-7	6	2	-1	-0.2
O=C(Cc1ccc(Cl)cc1)N1CCN(c2ccccc2)CC1	-38	3	-19	-8	7	22	14	17	-1	0.5
Cc1cccc(NC(=O)C2CCCN(S(=O)(=O)c3ccc(-n4cnnn4)cc3)C2)c1 (stereo not given)	-11	-4	3	-19	-4	5	15	-6	6	-0.5
O=C(CCn1c(=O)[nH]c2ccsc2c1=O)N1CC(=O)N(CCc2ccccc2)C(=O)C1	-10	0	15	-1	7	-2	4	1	-1	0.3
COc1cccc2cc(C(=O)C3=C(O)C(=O)N(CCN(C)C)C3c3ccc(Cl)cc3)oc12 (stereo not given)	18	1	0	2	8	4	22	-2	2	0.0
S=C(NCCC1=CCCCC1)Nc1ccccc1	-74	-4	-122	-3	0	15	-47	8	1	1.7
Cc1cccc(OCC(=O)N/N=C\C=C\c2ccc3c(c2)OCO3)c1C	-1	0	-8	16	-1	6	2	2	5	0.0
C=C(C)c1cccc(C(C)(C)NC(=O)NCc2ccncc2)c1	-25	-1	19	-2	3	0	12	-3	1	-0.1
O=C(CSc1nnc2ccccn12)N1CCc2ccccc21	-159	-4	-98	-2	-3	11	4	13	-4	1.4
O=C(CSc1nc2ccccc2[nH]1)N1CCN(C(=O)c2ccco2)CC1	-10	9	-5	-9	-15	20	10	13	2	0.1
CCCCCCC(=O)Nc1nc(C)c(-c2csc(Nc3ccc(Cl)cc3)n2)s1	12	6	-34	0	17	-7	20	2	2	-3.7
Cc1cc(O)cc(O)c1C(=O)Cc1ccccc1	-16	-1	12	12	-3	-2	-1	2	3	0.2
COc1ccccc1CCNC(=O)c1c(C)nn(CC(C)C)c1Cl	-102	-3	-41	8	-1	20	9	11	-5	2.6
CN(Cc1nc2ccccc2s1)C(=O)c1ccc(F)cc1	-5	-9	-5	-3	-4	-1	16	-3	-5	1.1
N/C(=N\OC(=O)CCCc1ccccc1)c1cccc([N+](=O)[O-])c1	-19	-4	-33	-2	2	-10	6	-1	3	-0.1

Pulled by compound from the list above, 2 records:
SMILES	KLF5 inh	HSP90 inh	aSyn 5UTR inh	Platelet DG rel	SKKanGAS inh	HSF-1 act	AI-2 QS modul	HSF1 inh	IEC-6 tox	HIF activator
O=C(CSc1nnc2ccccn12)N1CCc2ccccc21	-159	-4	-98	-2	-3	11	4	13	-4	1.4
S=C(NCCC1=CCCCC1)Nc1ccccc1	-74	-4	-122	-3	0	15	-47	8	1	1.7

(cont.)
SMILES	KLF5 inh	HSP90 inh	aSyn 5UTR inh	Platelet DG rel	SKKanGAS inh	HSF-1 act	AI-2 QS modul	HSF1 inh	IEC-6 tox	HIF activator
Fc1ccc(Cn2nnc3ccccc32)cc1	-19	0	12	12	-1	-15	7	-5	-3	-0.6
CCN1C(=O)c2n[nH]c(C(=O)OC)c2C1=O	1	-2	-10	2	-1	0	39	4	-2	0.1
COC(=O)c1ccc(COC(=O)CNC(=O)c2ccc(-c3ccccc3)cc2)cc1	-1	2	-87	-5	-6	-6	15	-10	2	1.3
CCn1c(CCNC(=O)c2ccc(OC)c(OC)c2)nc2ccccc21	-39	2	22	11	-2	-1	10	-2	-1	-0.1
O=C(NNC1=NCCC1)c1cccc(S(=O)(=O)N2CCOCC2)c1	20	1	9	3	4	-1	3	2	-9	-0.3
Cc1ccc(C)c(S(=O)(=O)N2CCCC2CNC(=O)C(=O)NC2CCCCCC2)c1 (stereo not given)	x	x	-5	36	-9	-19	17	0	x	0.5
O=[N+]([O-])c1ccccc1N/N=C\c1ccccc1Cl	19	3	-209	15	6	36	8	28	12	0.9
CCOC(=O)c1sc2nccc(N(C)C)c2c1N=CNOC	-20	3	45	4	-2	-1	25	2	-3	1.4
COC(=O)CN(c1cccc(F)c1)S(C)(=O)=O	-9	0	6	-5	-13	19	-2	0	-1	-0.2
NC(=O)CSc1nc2sc3c(c2c2ncnn12)CCCC3	4	-4	0	0	6	-9	u	3	1	3.3
CN(C(=O)c1ccc(N2CCOCC2)c([N+](=O)[O-])c1)C1CCCCC1	-23	-2	-20	5	-1	4	7	5	2	-1.4
CS(=O)(=O)NN1C(=O)c2ccccc2NC12CCCC2	-7	2	-2	1	-1	3	8	-2	7	-0.4
Cc1ccc(S(=O)(=O)N2CCN(Cc3nc4ccccc4n3C)CC2)cc1	-12	-2	15	0	-2	-6	11	-10	0	-0.4
Cc1cc(C)c(C)c(OCC(=O)NCC2CCCO2)c1 (stereo not given)	18	0	13	-9	-1	-2	29	-6	-6	-0.2
C=C(C)CN1C(=O)c2ccccc2C1=O	-36	1	2	6	-4	-7	21	-12	0	0.2
Cc1ccc2nc(N(CCCN(C)C)C(=O)CS(=O)(=O)c3ccccc3)sc2c1	x	x	5	10	-6	-34	-6	-26	x	-2.4
CCCN1CCN(CC(=O)Nc2nncs2)CC1	-8	1	-9	0	-3	2	12	0	-2	0.5
Cc1ccc(C)c(S(=O)(=O)NCc2ccc(C(=O)N3CCOCC3)cc2)c1	-7	-1	-5	2	-1	-9	14	-3	2	0.0
COc1cc(/C=N\NC(=O)c2ccc(-c3ccccc3)cc2)ccc1OCC(N)=O	3	-5	27	14	29	-7	19	-7	-8	0.5
C#CCOCCOCCOCCNc1nc(N2CCN(C(=O)[C@H]([C@@H](C)CC)n3cc([C@@H](N)CO)nn3)CC2)nc(N2CCN(C(=O)[C@H]([C@@H](C)CC)n3cc([C@@H](N)CO)nn3)CC2)n1	x	x	-15	0	-4	-14	25	-14	x	-1.1
C/C=C/c1ccc(OCCCCN2C(=O)NC(C)(C)C2=O)c(OC)c1	-16	-4	-9	10	-4	1	13	-1	0	-0.1
COC(=O)N/N=C/c1c(C)nn(-c2cccc(Cl)c2)c1Cl	-18	-8	-49	-9	-3	6	11	12	13	1.5
Cn1c(SCC(=O)Nc2ccc3nc(SCC(=O)NC4CC4)sc3c2)nnc1-c1ccccc1	-8	2	-8	-9	2	6	6	5	-6	-0.2
CCn1c(C)c2c([n+]1CC)CC(C)(C)CC2=O	-37	3	0	-7	-5	3	7	-3	-2	-0.2
COc1ccc(CCNC(=O)c2nc(-c3cccs3)no2)cc1OC	-6	3	-1	4	0	12	13	1	-1	0.0
Nn1c(Cc2ccccc2F)nnc1SCC(=O)N1CC(=O)Nc2ccccc21	-11	0	-13	2	-23	3	8	-2	-4	0.6
CCOCc1nnc(NC(=O)c2cc(OC)c(OC)cc2[N+](=O)[O-])s1	-12	4	-8	5	5	5	-17	5	-2	0.3
COc1ccc(C2CC(c3ccccc3)=NN2C(=O)CN2N=NC3C(=O)N(c4cccc(F)c4)C(=O)C32)cc1 (stereo not given)	-8	-1	-17	3	1	2	16	6	0	0.4
CC1CCc2c(sc3ncn(CCO)c(=O)c23)C1 (stereo not given)	-116	2	-116	1	-3	30	13	6	1	2.9
O=C(CCC(=O)N1CCCC(Nc2ccccc2)C1)c1ccc(F)cc1 (stereo not given)	-30	-2	2	-12	-5	5	14	1	-4	0.2
O=C(NN1C(=O)C2C3C=CC(C4CC34)C2C1=O)c1ccc(Br)cc1 (stereo not given)	-20	-3	-5	-14	-3	-10	18	-3	-3	-0.5
O=C1CSC(=S)N1CC1CCCO1 (stereo not given)	-20	-2	-61	-7	-2	30	20	15	-4	-0.7
CC1CCc2sc(-c3n[nH]c(=S)o3)cc2C1 (stereo not given)	-71	1	-56	5	13	5	60	2	1	0.3
CC(=O)NC(CC(=O)Nc1ccc(S(=O)(=O)N2CCCCC2)cc1)c1ccccc1 (stereo not given)	-21	2	7	2	-4	-12	16	6	-1	-0.1
O=C(CCN1CCN(c2ccccc2)CC1)NNC(=S)Nc1ccccc1	1	0	4	-1	5	-4	24	-2	-4	0.3
O=C(COc1c(Cl)cc(Cl)cc1Cl)c1ccc(Cl)cc1	-35	-6	12	-7	-9	11	0	4	0	-0.1
CNS(=O)(=O)c1ccc(C)c(S(=O)(=O)NC)c1	21	2	-3	-12	10	-5	0	-9	-2	0.0
O=C1CC(c2cccs2)c2cc3c(cc2N1)OCO3 (stereo not given)	-3	-3	10	-1	0	-3	19	-7	1	0.0

Filtered by structure, the compounds so far containing two or more sulfur atoms
SMILES	KLF5 inh	HSP90 inh	aSyn 5UTR inh	Platelet DG rel	SKKanGAS inh	HSF-1 act	AI-2 QS modul	HSF1 inh	IEC-6 tox	HIF activator
CCCCCCC(=O)Nc1nc(C)c(-c2csc(Nc3ccc(Cl)cc3)n2)s1	12	6	-34	0	17	-7	20	2	2	-3.7
NC(=O)CSc1nc2sc3c(c2c2ncnn12)CCCC3	4	-4	0	0	6	-9	u	3	1	3.3
Cc1ccc2nc(N(CCCN(C)C)C(=O)CS(=O)(=O)c3ccccc3)sc2c1	x	x	5	10	-6	-34	-6	-26	x	-2.4
Cn1c(SCC(=O)Nc2ccc3nc(SCC(=O)NC4CC4)sc3c2)nnc1-c1ccccc1	-8	2	-8	-9	2	6	6	5	-6	-0.2
O=C1CSC(=S)N1CC1CCCO1 (stereo not given)	-20	-2	-61	-7	-2	30	20	15	-4	-0.7
CC1CCc2sc(-c3n[nH]c(=S)o3)cc2C1 (stereo not given)	-71	1	-56	5	13	5	60	2	1	0.3
CNS(=O)(=O)c1ccc(C)c(S(=O)(=O)NC)c1	21	2	-3	-12	10	-5	0	-9	-2	0.0
